Assay outcomes (PubChem BioAssay)
LYPLA2 counter – counter-screen for PME1 inhibitors: inhibitors of human LYPLA2; O95372; recombinant LYPLA2, FP-Rh probe fluorescence polarization; inhibition, % at 5.9 µM; 320,000 compounds, 0.38% hits; AID 2177;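 active = inhibition above the screen-wide mean plus 3 SD, limit set per campaign, cut at about 26% in these data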;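 note: 0% = LYPLA2 with DMSO and 100% = wells lacking LYPLA2 enzyme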
pPAFAH FP inh – pPAFAH (human) enzyme inhibition; Q13093; recombinant pPAFAH, FP-rhodamine probe fluorescence polarization; inhibition, % at 3.39 µM; 330,000 compounds, 1.5% hits;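 active = inhibition above the mean inhibition across the screen plus 3 SD, cut at about 25% in these data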;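 note: inhibitors block binding of the rhodamine activity-based probe so polarization drops; 0% = enzyme with DMSO and 100% = wells lacking pPAFAH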
LYPLA1 inh – blocks human lysophospholipase 1, a PME1 counter-screen. O75608. recombinant LYPLA1, FP-Rh probe fluorescence polarization. inhibition, % at 5.9 µM. 320,000 compounds, 0.16% hits;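 active = inhibition above the mean of all tested compounds plus 3 SD, set per campaign, cut at about 14% in these data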;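 note: inhibitors block serine hydrolase probe labeling of LYPLA1 so polarization falls; 0% = enzyme with DMSO and 100% = wells lacking LYPLA1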
Target sequence (O75608 whole entry, looked up): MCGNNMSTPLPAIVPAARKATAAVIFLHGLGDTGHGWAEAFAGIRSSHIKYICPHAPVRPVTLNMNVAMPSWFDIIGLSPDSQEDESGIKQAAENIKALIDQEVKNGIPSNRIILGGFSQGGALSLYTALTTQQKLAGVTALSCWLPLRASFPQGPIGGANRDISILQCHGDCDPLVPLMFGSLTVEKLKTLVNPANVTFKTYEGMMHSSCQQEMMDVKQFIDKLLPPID
PAFAH1B3 FP inh – inhibitors of human PAFAH1B3 | Q15102 | recombinant PAFAH1B3, FP-rhodamine probe, fluorescence polarization | inhibition, % at 3.39 µM | 340,000 compounds, 0.28% hits | AID 492972;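 active = inhibition above the screen-wide average of all tested compounds plus 3 SD, cut at about 25% in these data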;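 note: 0% = enzyme with DMSO only and 100% = wells lacking PAFAH1B3 protein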
PREPL inh – inhibitors of human prolyl oligopeptidase-like enzyme PREPL. Q4J6C6. recombinant PREPL, fluorescence polarization activity-based probe. inhibition, % at 5.96 µM. 320,000 compounds, 0.68% hits. AID 2751; in the data active = inhibition above about 43%;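 note: 0% = enzyme with DMSO and 100% = wells lacking enzyme; many of its hits are not listed in these tables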
GSTO1 counter – GSTO1 inhibition, counter-screen for RBBP9 inhibitors. inhibition, % at 5.96 µM. AID 1974. recombinant GSTO1, activity-based probe fluorescence polarization. P78417. 300,000 compounds, 1.1% hits;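 active = inhibition above the campaign mean inhibition plus 3 SD, cut at about 35% in these data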;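 note: 0% = GSTO1-1 with DMSO and 100% = wells lacking GSTO1-1 enzyme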
PAFAH1B2 FP inh – inhibitors of human PAFAH1B2; 340,000 compounds, 1.2% hits; P68402; recombinant PAFAH1B2, FP-rhodamine activity probe, fluorescence polarization; inhibition, % at 3.39 µM;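 active = inhibition above the mean of all tested compounds plus 3 SD, cut at about 24% in these data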;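 note: 0% = enzyme with DMSO and 100% = wells lacking PAFAH1B2; many of its hits are not listed in these tables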
PAD4 FP inh – blocks human protein arginine deiminase 4. recombinant PAD4, RCA probe fluorescence polarization. Q9UM07. inhibition, % at 6.36 µM. 330,000 compounds, 0.41% hits;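 active = percent inhibition above a cutoff equal to the mean of all tested compounds plus 3 SD, cut at about 15% in these data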;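 note: 0% = PAD4 with RCA probe and DMSO and 100% = probe without PAD4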
Target sequence (Q9UM07 whole entry, looked up): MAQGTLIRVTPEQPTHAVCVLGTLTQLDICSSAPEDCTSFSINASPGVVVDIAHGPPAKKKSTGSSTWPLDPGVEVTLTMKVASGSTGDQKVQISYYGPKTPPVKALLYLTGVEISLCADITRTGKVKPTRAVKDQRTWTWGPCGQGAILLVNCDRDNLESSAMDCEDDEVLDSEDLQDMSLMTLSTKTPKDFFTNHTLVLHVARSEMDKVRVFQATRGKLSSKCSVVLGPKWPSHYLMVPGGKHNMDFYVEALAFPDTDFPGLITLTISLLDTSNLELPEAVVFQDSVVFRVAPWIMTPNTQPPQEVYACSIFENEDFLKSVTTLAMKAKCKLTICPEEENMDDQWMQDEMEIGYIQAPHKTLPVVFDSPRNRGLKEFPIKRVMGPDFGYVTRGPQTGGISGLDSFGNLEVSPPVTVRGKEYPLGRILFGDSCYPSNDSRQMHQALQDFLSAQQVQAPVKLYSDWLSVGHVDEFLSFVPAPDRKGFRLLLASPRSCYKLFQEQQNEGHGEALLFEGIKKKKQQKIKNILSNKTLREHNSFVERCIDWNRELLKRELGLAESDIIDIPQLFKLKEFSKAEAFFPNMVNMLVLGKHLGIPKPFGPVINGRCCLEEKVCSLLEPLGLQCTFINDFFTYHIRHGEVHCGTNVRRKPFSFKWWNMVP
PME-1 inh – PME-1 (human) inhibition. 320,000 compounds, 0.53% hits. inhibition, % at 5.9 µM. Q9Y570. recombinant PME-1, FP-Rh probe fluorescence polarization;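 active = inhibition above the campaign mean of all compounds plus 3 SD, cut at about 26% in these data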;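 note: competitive labeling of PME-1 active site by serine hydrolase directed probe; 0% = PME-1 with DMSO and 100% = wells lacking PME-1 enzyme; inhibitors block probe labeling so polarization falls and inhibition rises; many of its hits are not listed in these tables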
* = called active by the depositor; · = no result given.

SMILES	LYPLA2 counter	pPAFAH FP inh	LYPLA1 inh	PAFAH1B3 FP inh	PREPL inh	GSTO1 counter	PAFAH1B2 FP inh	PAD4 FP inh	PME-1 inh
CCN(CC)C(=O)c1ccc(NC(=O)c2cccc(S(=O)(=O)N3CCN(Cc4ccccc4)CC3)c2)cc1	-2	1	-6	4	1	-11	-4	-2	-3
COC(=O)C1=C(c2ccc(S(C)(=O)=O)cc2)C[C@@H]2CC[C@H]1N2C(=O)NCc1ccccc1	-5	2	-5	-7	4	3	0	0	-3
CC(C)OC(=O)c1c(N)n(CC2CCCO2)c2nc3ccccc3nc12 (centres undefined)	-3	2	0	-3	-4	45*	-2	-16	-3
CC(C)N1OC2CC1c1nc3ccccc3n1C2 (centres undefined)	6	0	3	1	7	3	6	7	2
N#CC(C#N)=Cc1ccc(N2CCOCC2)cc1	3	3	2	-4	2	15	-2	6	3
CCC1=Nc2cc(C(=O)N3CCC4(CC3)OCCO4)ccc2Sc2ccc(Br)cc21	-9	3	-6	1	9	-16	12	2	-7
CN1CCc2c([nH]c3ccccc23)C1	-2	0	-1	0	11	-8	1	-4	4
COc1cc(CC2C(=O)N(C)C(=O)N(C)C2=O)ccc1OCc1ccccc1	4	3	4	8	9	21	1	-1	0
Cc1nn(Cc2ccccc2Cl)c(C)c1C(=O)NC1CCCc2ccccc21 (centres undefined)	-5	2	-3	7	1	6	2	-1	9
CC1CCN(CCc2nc3ccccc3[nH]2)CC1	-1	8	1	11	15	4	6	0	4
CCCCn1c(NC(=O)c2ccco2)c(C(=O)OCC)c2nc3ccccc3nc21	13	2	7	54*	6	87*	25*	55*	19
O=C(NC1CN2CCC1CC2)c1cc(Cl)c([N+](=O)[O-])c2nc[nH]c12 (centres undefined)	4	0	-3	-2	14	8	5	2	-10
COCCOC(=O)c1c(C)oc2ccc(OC(=O)N(C)C)cc12	0	2	0	3	-2	0	-3	-1	4
CCc1cc2c(s1)NC(=O)CN=C2c1cccs1	0	33*	-5	5	-33	0	-1	-5	9
Nc1ccccc1C(=O)OCC(=O)c1ccc2c(c1)OCCO2	2	-1	-1	20	9	11	4	-4	-1
CC(=O)O[C@H]1CC[C@@]2(C)C(=CC(=O)C3C2CC[C@@]2(C)C3C[C@H](OC(C)=O)[C@@H]2OC(C)=O)C1 (some centres undefined)	·	-2	·	2	-5	·	1	-2	·
CCn1ccnc1CN1CCCC(C(=O)c2cc(C)c(OC)c(C)c2)C1 (centres undefined)	5	0	-1	8	-13	14	2	-1	4
COC(=O)C1=C(c2cccc(OCc3ccccc3)c2)C[C@@H]2CC[C@H]1N2C(=O)NCc1ccc(Cl)cc1	1	3	0	5	1	·	7	-2	-6
O=C1CC(=O)N(c2ccc(Cl)cc2)C(=O)N1	-12	1	-6	1	0	7	4	-8	-10
CCCCCSc1cc(OC)c(CCN(C)C)cc1OC	7	-1	0	-1	-1	6	-2	-1	-2
N=C1c2ccccc2CN1NC(=O)C1CC1	-6	3	3	2	-1	-3	8	1	-2
CN1CCCN(C(=O)COc2ccccc2Br)CC1	-2	8	0	9	0	-6	-1	5	0
CN1CCc2nc(SCc3cccc(Br)c3)c(C#N)cc2C1	17	13	0	7	-9	4	2	-3	3
Cc1ccsc1C(=O)C1CCCN(Cc2cnc(N3CCCC3)s2)C1 (centres undefined)	5	1	0	1	-9	3	1	-1	3
COc1cccc(-n2c(CN3CCN(C)CC3)nc3ccc([N+](=O)[O-])cc3c2=O)c1	-1	3	-1	-1	22	6	4	-3	7
O=[N+]([O-])c1ccccc1CNCCc1ccc(F)cc1	-1	7	5	9	-14	-5	10	-4	-6
COc1ccccc1N(CC(=O)NC1CCCC1)C(=O)c1cnn(C(C)C)c1	-3	5	0	6	-6	-4	4	1	0
CCN1C(=O)C(=C2C=C(C)N(Cc3ccco3)C(C)=C2)C(=O)N(CC)C1=S	-2	-6	0	0	12	-8	1	-7	-4
c1ccc2nc(OCCN3CC3)ccc2c1	8	6	1	·	3	0	·	-4	1
CO[C@H]1[C@@H](OC)CC(OC2OC(CO)C(O)C(O)C2O)/C(=C\C#N)[C@@H]1O (some centres undefined)	5	-2	0	1	-2	11	5	0	-5
c1cncc(C2CCCCN2)c1 (centres undefined)	2	-1	2	4	16	3	0	-4	-7
O=C(N/N=C/c1c(O)n(CCc2ccc(F)cc2)c(=O)[nH]c1=O)c1ccncc1	1	8	9	8	8	1	13	-1	5
COc1ccc(-n2nc(C(=O)NCC(=O)N3CCC4(CC3)OCCO4)c3ccccc3c2=O)c(OC)c1	10	3	6	-1	12	20	0	-2	-7
O=C1NC(=O)C(CCc2ccncc2)(Cc2cccc(Cl)c2Cl)C(=O)N1c1ccc(Br)cc1 (centres undefined)	1	2	-1	3	-18	3	-1	0	3
COC(=O)C1=C(c2ccccc2OCc2ccccc2)C[C@@H]2CC[C@H]1N2C(=O)NCc1ccc(C(C)(C)C)cc1	-6	2	-5	3	5	·	4	-2	-4
COc1ccccc1/C=C1/C(=N/O)C2CCN1CC2	1	7	2	5	-10	3	7	0	2
CC(=O)c1cccc(OCC(=O)N2CCN(CC(=O)Nc3cccc(F)c3)CC2)c1	9	0	-1	9	1	·	-4	3	5
O=C1NC2NC(=O)N([N+](=O)[O-])C2N1 (centres undefined)	4	2	2	·	-12	-7	·	-3	3
CNC(C(=O)c1ccccc1)C(OC(C)=O)c1cccc([N+](=O)[O-])c1 (centres undefined)	-4	9	-2	13	-4	-1	5	1	-5
Cc1ccc(C(O)(C(=O)NNC(=O)CN2CCN(C)CC2)c2ccc(C)cc2)cc1	2	1	2	-5	13	-2	-3	-8	5
C[C@]12CCC(=O)CC1CCC1C2CC[C@]2(C)C(OC(=O)CCC(=O)O)CCC12 (some centres undefined)	6	8	7	2	-3	2	4	-5	5
CN1C(=O)NC(=O)/C(=C\c2ccc([N+](=O)[O-])o2)C1=O	-7	12	-1	14	-6	27	4	-6	-1
CCCNC(=O)N1[C@H]2CC[C@@H]1C(C(=O)OC)=C(c1ccc(OC(F)(F)F)cc1)C2	3	2	3	0	0	·	1	-2	-2
CC(C)COC(=O)c1ccccc1C(=O)OCC(C)C	1	-1	1	6	13	2	4	0	2
O=C1CN=C(c2ccccc2)c2cc(Cl)ccc2N1	·	5	·	7	-8	·	0	-7	·
O=c1cccc2n1CC1CC2CN(C(c2cccc(F)c2)c2sc3ncnn3c2O)C1 (centres undefined)	4	-2	-1	1	-4	-2	2	6	-1
C[C@]12CCC3C(CC[C@H]4C[C@@H](O)CC[C@]34C)C1CCC2=O (some centres undefined)	·	-1	·	7	4	·	2	1	·
CC12CN3CC(C)(CN(C1)C3c1ccncc1)C2=O (centres undefined)	1	3	0	6	3	2	3	-1	-9

Quoted from the listing.
Entry of CCC1=Nc2cc(C(=O)N3CCC4(CC3)OCCO4)ccc2Sc2ccc(Br)cc21 in PREPL inh: 9
Entry of Cc1nn(Cc2ccccc2Cl)c(C)c1C(=O)NC1CCCc2ccccc21 (centres undefined) in PAFAH1B3 FP inh: 7
Entry of CCn1ccnc1CN1CCCC(C(=O)c2cc(C)c(OC)c(C)c2)C1 (centres undefined) in PAFAH1B3 FP inh: 8

The listing continues:
SMILES	LYPLA2 counter	pPAFAH FP inh	LYPLA1 inh	PAFAH1B3 FP inh	PREPL inh	GSTO1 counter	PAFAH1B2 FP inh	PAD4 FP inh	PME-1 inh
OC1(c2ccc(F)cc2)CCNC1 (centres undefined)	-1	3	-2	2	2	0	0	-1	-1
COc1ccc(N2C(=O)NC(=O)/C(=C\c3cn(CC(=O)N4CCOCC4)c4ccccc34)C2=O)c(OC)c1	-7	-1	2	-7	12	2	2	1	2
CN1CC(C(=O)c2ccccc2)C(c2ccccc2)C1 (centres undefined)	-1	0	0	3	2	3	8	-1	-1
COC(=O)[C@H]1C[C@@H]1[C@H](NP(=O)(c1ccccc1)c1ccccc1)c1ccccc1	-9	-5	-1	1	47*	1	4	-4	-4
COC(=O)C1=C(c2ccc(Cl)c(C(F)(F)F)c2)C[C@@H]2CC[C@H]1N2C	3	4	3	5	-64	·	2	-2	-1
COC(=O)C1=C(c2cccc(C#N)c2)C[C@@H]2CC[C@H]1N2C(=O)NC1Cc2ccccc2C1	2	1	0	-6	-7	·	-7	0	4
Cc1ccc2c(c1)CC1(CN2C)C(=O)NC(=O)N(CCC2=CCCCC2)C1=O (centres undefined)	-2	-1	-2	7	-2	-3	8	1	-2
COc1cccc(-n2c(O)c(C=Nc3c(C)n(C)n(-c4ccccc4)c3=O)c(=O)[nH]c2=O)c1	0	-2	-3	7	2	2	6	5	1
CNC(=S)N1CCn2cccc2C1c1cccnc1 (centres undefined)	6	-1	-2	8	23	6	4	1	4
Cc1ccccc1Cc1c(C)nc2nc(SCC(=O)N3CCC4(CC3)OCCO4)nn2c1C	3	6	-1	14	1	-4	4	0	3
COc1ccc(N=Cc2c(O)n(CC3CCCO3)c(=O)[nH]c2=O)cc1 (centres undefined)	0	-4	-4	-6	10	6	0	-3	-5
CCOc1ccc(-n2c(CC)nc3ccccc3c2=O)cc1	0	-2	0	-4	2	0	3	1	5
COc1cc(C=C2C(=O)NC(=O)NC2=O)ccc1OS(=O)(=O)c1ccccc1[N+](=O)[O-]	8	7	0	6	-8	12	3	-4	3
Cc1ccc2c(c1)C1CN(C)CCC1N2C(=O)/C(C#N)=C/c1ccc2c(c1)OCO2 (centres undefined)	-1	3	1	-1	1	8	-2	-5	-2
O=C(Nc1ccccc1)NC1CC2CCC(C1)N2 (centres undefined)	3	9	1	9	6	5	4	0	0
COc1ccc2c(CCN)c[nH]c2c1	-1	1	-3	5	11	4	5	-2	-3
O[C@@H]1CCCN2CCc3c([nH]c4ccccc34)[C@H]12	4	7	1	2	12	-1	7	-4	2
COC(=O)Cn1cc(C=C2C(=O)N(C)C(=O)N(C)C2=O)c2ccccc21	-7	-1	0	·	4	2	·	0	4
COc1ccc(NC(=O)c2c(C)nn(Cc3ccccc3Cl)c2Cl)cc1Cl	0	0	-2	3	-5	-1	5	-1	3
COc1cccc(CNC2CN3CCC2CC3)c1OC (centres undefined)	-6	-6	-1	-2	-5	0	1	-3	2
COc1ccc(C(C)=O)cc1CC(C(=O)c1ccc(C)cc1)N(C)C (centres undefined)	4	-2	-3	-6	-3	1	3	-3	2
COc1ccccc1CCNCc1cc2c(cc1[N+](=O)[O-])OCO2	4	8	2	2	-28	12	7	-2	6
O=c1ccc2cc(O[C@@H]3O[C@@H](CO)[C@H](O)[C@@H](O)[C@@H]3O)c(O)cc2o1	2	-10	0	-1	6	3	6	0	-7
COC1=C(OC)[C@]23CCc4ccc(OC)c(OC)c4[C@]2(CCN3C)CC1=O	·	0	·	-8	8	·	3	-1	·
CCCCN1C(=O)NC(=O)C2(Cc3ccccc3N3CCOCC32)C1=O (centres undefined)	5	5	-2	-1	-4	-3	9	0	-2
COc1ccc(CCC(=O)N2C[C@H]3C[C@@H](C2)c2cccc(=O)n2C3)cc1	6	1	0	13	4	4	-2	7	1
CCOP(=O)(OCC)C(NC(=O)Cc1ccccc1)C(Cl)(Cl)Cl (centres undefined)	3	2	1	11	4	0	-3	-2	3
COC(=O)c1c(C)[nH]c(C(=O)C(Cc2ccccc2)N(C)C)c1C (centres undefined)	-4	-2	-3	-2	-2	6	1	-1	-9

Not all compounds are listed, so the mix of outcomes need not match the whole.
